MITF primary: human MITF inhibition, primary screen. AlphaScreen MITF homodimerization, bead proximity signal. 0.91% of 650,000 active. inhibition, % at 2.6 µM. O75030. AID 1259374; in the data active = inhibition above about 50%;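 also: 0% = vehicle wells with protein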
Target sequence (O75030 whole entry, looked up): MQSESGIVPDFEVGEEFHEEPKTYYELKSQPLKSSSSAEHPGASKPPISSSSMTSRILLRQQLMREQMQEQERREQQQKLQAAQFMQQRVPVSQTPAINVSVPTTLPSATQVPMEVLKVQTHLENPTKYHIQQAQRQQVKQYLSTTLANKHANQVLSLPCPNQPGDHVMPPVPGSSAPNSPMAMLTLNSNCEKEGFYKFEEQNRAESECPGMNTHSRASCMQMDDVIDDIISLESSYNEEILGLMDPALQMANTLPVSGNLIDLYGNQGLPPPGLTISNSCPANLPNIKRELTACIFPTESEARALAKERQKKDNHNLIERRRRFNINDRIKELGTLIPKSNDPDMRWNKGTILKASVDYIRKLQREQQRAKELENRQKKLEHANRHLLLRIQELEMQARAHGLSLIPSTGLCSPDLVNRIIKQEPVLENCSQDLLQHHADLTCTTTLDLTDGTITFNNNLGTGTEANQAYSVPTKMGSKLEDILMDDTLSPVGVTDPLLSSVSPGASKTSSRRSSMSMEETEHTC
GPR151 ag: activates the human receptor GPR151; Q8TDV0; PathHunter beta-arrestin GPR151 cells, luminescence; activation, % at 11.2 µM; 1% of 650,000 active; in the data active = activation above about 4.9%;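 also: 0% = median of compound wells and 100% = cells with positive control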
Target sequence (Q8TDV0 whole entry, looked up): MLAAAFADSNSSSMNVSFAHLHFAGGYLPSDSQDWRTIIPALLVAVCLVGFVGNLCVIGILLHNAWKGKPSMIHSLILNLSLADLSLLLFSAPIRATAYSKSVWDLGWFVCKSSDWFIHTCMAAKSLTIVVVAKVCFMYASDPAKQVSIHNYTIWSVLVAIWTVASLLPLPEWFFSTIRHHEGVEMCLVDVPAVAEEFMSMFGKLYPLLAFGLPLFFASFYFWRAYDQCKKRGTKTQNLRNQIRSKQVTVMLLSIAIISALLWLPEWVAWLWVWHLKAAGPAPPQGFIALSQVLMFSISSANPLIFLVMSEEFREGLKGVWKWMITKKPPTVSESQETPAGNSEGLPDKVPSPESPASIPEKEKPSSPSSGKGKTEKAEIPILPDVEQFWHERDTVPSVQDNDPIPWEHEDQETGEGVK
TEAD-YAP inh: TEAD-YAP interaction inhibition. inhibition, % at 9.12 µM. AID 1259422. HEK-TIYL cells, TEAD-Gal4/YAP UAS-luciferase luminescence. 1.4% of 640,000 active; in the data active = inhibition above about 32%;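 also: 0% = median of test compound wells and 100% = reference inhibitor wells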
FBW7 activator: human FBW7 E3 ligase activation, primary screen | AID 1259310 | normalized activity (activation), % at 26.1 µM | 0.13% of 650,000 active | AlphaScreen FBW7–phospho-cyclin E peptide binding, activator screen; in the data active = normalized activity above about 1.9%;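 also: purified mutant Fbw7 with reduced substrate affinity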
Active calls of the source: *; & = joins results of further samples.

item | canonical_smiles | TEAD-YAP inh | GPR151 ag | MITF primary | FBW7 activator
1 | CC(C)(C)NC(=O)c1nn2c(c1Cl)NC(c1ccco1)CC2C(F)(F)F (centres undefined) | -5 | 0.3 | -17 | 0.3
2 | COc1ccc2nc(/N=C(\N)NC(C)=O)nc(C)c2c1 | -57 | -2.3 | 12 | -0.1
3 | COc1ccc(-c2csc(=Nc3cccc(C(F)(F)F)c3)n2CCc2ccccc2)cc1F | 3 | 0.7 | 5 | 0.0
4 | COc1ccc(C2=NN(S(=O)(=O)c3ccc(C)cc3)C(c3ccccc3Cl)C2)cc1OC (centres undefined) | -4 | 1.6 | -1 | 0.0
5 | CCN(CC)S(=O)(=O)c1ccc(OC(C)C)c(N)c1 | -12 | 2.2 | 5 | 0.1
6 | O=C(NCc1ccc(Cl)cc1)c1ccc(I)cc1 | 7 | 1.1 | 22 | -0.1
7 | CCOC(=O)c1ccc(NC(=O)c2cc(OC)c(OC)cc2[N+](=O)[O-])cc1 | 13 | 0.3 | 3 | 0.1
8 | COc1cccc(-c2cnn3ccc(Nc4cc(OC)c(OC)c(OC)c4)nc23)c1 | -3 | 1.3 | 10 | 0.0
9 | COc1cccc(C(=O)Nc2ccc(NC(=O)c3ccco3)nc2)c1 | -51 | -1.7 | 17 | 0.1
10 | CCOC(=O)c1c(NC(=O)c2cc(-c3ccccc3OC)on2)sc(C(C)=O)c1C | 9 | -0.6 | 9 | 0.0
11 | CCN1CCN(CC(=O)NCc2ccco2)CC1 | 9 | -0.5 | 80* | 0.1
12 | COc1cccc(-c2nn(C)c3sc(C(=O)N4CCC(N5CCCCC5)CC4)cc23)c1 | 2 | 1.1 | 11 | 0.4
13 | CCOC(=O)c1ccc(NC(=O)CSc2nc3cc(C(=O)OC)ccc3c(=O)n2CC2CCCO2)cc1 (centres undefined) | 0 | 0.9 | -11 | -0.1
14 | Cc1ccc2c(c1)C(c1ccccc1)N(C(=O)CC(C)C)CC(=O)N2 (centres undefined) | -2 | 0.4 | 8 | 0.0
15 | CCOC(=O)C1=CN(C)C=C(C(=O)OCC)C1c1ccccc1OCC | 3 | 0.8 | -1 | 0.3
16 | O=C(CCl)N1N=C2/C(=C/c3ccco3)CCCC2C1c1ccco1 (centres undefined) | 16 | 0.4 | 18 | 0.1
17 | COc1ccc(CC2=NOC(CNC(=O)c3ccccc3Cl)C2)cc1 (centres undefined) | -15 | -0.8 | 1 | 0.1
18 | CN(CC(=O)N1CCN(c2ccccc2F)CC1)S(=O)(=O)c1ccc(F)cc1 | -41 | -2.2 | 19 | 0.6
19 | COc1ccc(-c2noc(Nc3ccc(C)c(F)c3)n2)cc1 | -44 | 3.3 | 18 | 0.5
20 | CCOc1ccc2nc(NC(=O)C3CC=CCC3C(=O)OCC(F)(F)C(F)F)sc2c1 (centres undefined) | 7 | 2.3 | 4 | 0.6
21 | COc1ccc(/C=N/NC(=O)c2ccccc2Br)c(OC)c1OC | 0 | -0.3 | 2 | 0.0
22 | CCC(C)N1C(=O)C2C(C(=O)Nc3ccc(C(C)C)cc3)C3C=CC2(O3)C1C(=O)NC1CCCCC1C (centres undefined) | 1 | 0.3 | -9 | -0.2
23 | Cn1c(=NC(=O)c2ccc(S(=O)(=O)N3CCc4ccccc4C3)cc2)sc2c3ccccc3ccc21 | 1 | -2.0 | 6 | -0.1
24 | CCOc1cc(/C=C(/C#N)C(=O)NCc2ccccc2)ccc1OC | 4 | -0.4 | 4 | 0.0
25 | COC(=O)CC[C@H]1CN(Cc2ccncc2)CC[C@H]1N1CCOCC1 | 0 | -1.8 | 2 | 0.1
26 | O=C1N=c2ccc([N+](=O)[O-])cc2=C1c1sc(NS(=O)(=O)Cc2ccccc2)nc1O | 10&-2 | 0.2&0.4 | 3&-2 | -0.2&-0.1
27 | CN(C)CCN(C(=O)CCl)C1CCS(=O)(=O)C1 (centres undefined) | 9 | -0.2 | 18 | 0.5
28 | CCCCN(C)C(=O)c1cc(-c2ccc(Cl)cc2)n[nH]1 | -17 | -0.3 | 5 | -0.2
29 | Cc1c(C(=O)Nc2c(F)cccc2F)sc2ncnc(N3CCc4ccccc4C3)c12 | -21 | -0.4 | 7 | -0.2
30 | CCc1ccc(S(=O)(=O)NCCOc2cc(N3CCOCC3)ncn2)cc1 | 17 | 5.9* | 7 | 0.4
31 | O=C1N[C@@H](Cc2ccccc2)C(=O)N2CCN(C(=O)c3ccccc3)C[C@H]12 | -2 | -1.2 | 16 | 1.0
32 | Cc1nnc(Nc2ccc(C(=O)O)cc2)[nH]c1=O | 5 | 0.5 | -4 | 0.0
33 | O=C1CCC(N2CCCC2)CCN1CCOc1ccccc1 (centres undefined) | 6 | 1.3 | 4 | 0.0
34 | Cn1c(=O)c(C(=O)Nc2nc3ccc(Br)cc3s2)c(O)c2ccccc21 | -2 | -0.2 | -6 | 0.1
35 | O=C(Cn1c2ccccc2c(=O)c2ccccc21)Nc1cccc([N+](=O)[O-])c1 | -7 | -0.2 | 11 | 0.0
36 | CCOc1cc(C=O)cc(I)c1OC(C)C | -4 | -0.6 | 10 | 0.2
37 | O=c1oc2ccc([N+](=O)[O-])cc2cc1-c1nnc(Nc2ccccc2)s1 | -3 | 0.2 | 8 | 0.9
38 | CC(C)(C)NCC(O)c1cc(O)cc(O)c1 (centres undefined) | 2&-5 | -0.7&-1.1&0.7&-0.5 | -22&8&27&10 | 0.1&0.4&0.2&0.0
39 | Cc1cc(C)c2c(c1)C(=O)C(=O)N2 | -4 | -0.8 | -12 | -0.1
40 | CCOC(=O)c1c(NC(C)=O)sc2c(Cl)c(C=NCCO)ccc12 | 7 | -1.6 | 16 | 0.4
41 | CCCCCCC(=O)Nc1c2c(nc3c1CCC3)CCCC2 | 6 | 0.6 | 3 | 0.0
42 | COc1cc([N+](=O)[O-])ccc1NC(=S)N1CCC2(CC1)OCCO2 | -6 | 0.2 | 18 | 0.8
43 | N#CC1=C(N)Oc2n[nH]c(-c3ccncc3)c2C1c1ccc(F)cc1 (centres undefined) | 5 | -0.9 | 11 | -0.5
44 | O=C(NCCN1CCN(S(=O)(=O)c2ccccc2)CC1)C(=O)Nc1ccc(F)cc1 | 7 | -0.8 | 5 | 0.4
45 | COc1cccc(NC(=O)CSc2nc(NCc3ccccc3)c3ccccc3n2)c1 | -3 | -0.3 | -6 | -0.2
46 | CCOC(=O)c1nnc(Cc2ccc(F)cc2Cl)o1 | 7 | 1.1 | 6 | -0.1
47 | CCCOC(=O)C1=C(C)NC2=C(C(=O)CC(c3ccc(OC)cc3)C2)C1c1cc(OC)c(OC)c(OC)c1 (centres undefined) | 4 | 0.7 | 19 | 1.7
48 | CCOC(=O)c1sc(N2CCc3ccccc32)nc1C | -11 | 1.2 | -8 | 0.1
49 | COc1ccc(Cn2nnnc2C)cc1[N+](=O)[O-] | 2 | 0.6 | -6 | -0.1
50 | O=C(NCc1ccccc1)N1CCC(CN2CCCCCC2)CC1 | 5 | -0.8 | 6 | 0.6
51 | O=C(CSc1nnc(Cc2ccccc2)o1)N1CCc2ccccc21 | 0 | 0.0 | 35 | 0.0
52 | COC(=O)Nc1nc2cc(Oc3ccc4ccccc4c3Br)c(Cl)cc2[nH]1 | 6 | 0.2 | 2 | 0.1
53 | COc1ccc2c(c1)OC(C)CN(CCC(=O)NCc1cnn(Cc3ccccc3)c1)C2 (centres undefined) | 4 | -0.4 | -8 | 0.1
54 | CN1CCCN(C(=O)c2nc3sccn3c2CNCc2ccc(-n3cccn3)cc2)CC1 | 8 | -0.6 | 12 | 0.3
55 | Cc1cc(-c2cccnc2)c(C#N)c(SCC(=O)Nc2ccc(C(N)=O)cc2)n1 | -3 | -0.2 | -5 | -0.1
56 | CCOC(=O)c1cnc2ccc(OC)cc2c1NCCO | 13 | -0.7 | 17 | 0.2
57 | CCCCOc1ccc(C(=O)Nc2c3c(nn2-c2ccc(C)cc2)CSC3)cc1 | -6 | -0.3 | -7 | -0.1
58 | COC(=O)/C(=C/C(=O)c1ccc(C)cc1)Nc1c(C)n(C)n(-c2ccccc2)c1=O | -7 | -1.0 | -14 | 0.2
59 | O=C(NC1C2CC3CC(C2)CC1C3)c1ccc2c(c1)OCO2 (centres undefined) | -4 | -1.0 | 7 | -0.2
60 | O=C(Nc1nc2ccccc2s1)C1CC(=O)N(c2ccc(F)cc2)C1 (centres undefined) | -2 | -0.4 | 4 | -0.1

4 compounds picked at random from those above:
item | canonical_smiles | TEAD-YAP inh | GPR151 ag | MITF primary | FBW7 activator
43 | N#CC1=C(N)Oc2n[nH]c(-c3ccncc3)c2C1c1ccc(F)cc1 (centres undefined) | 5 | -0.9 | 11 | -0.5
55 | Cc1cc(-c2cccnc2)c(C#N)c(SCC(=O)Nc2ccc(C(N)=O)cc2)n1 | -3 | -0.2 | -5 | -0.1
27 | CN(C)CCN(C(=O)CCl)C1CCS(=O)(=O)C1 (centres undefined) | 9 | -0.2 | 18 | 0.5
52 | COC(=O)Nc1nc2cc(Oc3ccc4ccccc4c3Br)c(Cl)cc2[nH]1 | 6 | 0.2 | 2 | 0.1

Going on with the list:
item | canonical_smiles | TEAD-YAP inh | GPR151 ag | MITF primary | FBW7 activator
61 | CCOc1cc(S(=O)(=O)N2CCc3ccccc32)ccc1F | 6 | -1.1 | 9 | 0.2
62 | O=C1OC2(CCCCC2)OC(=O)C1=CNc1ccccc1C(F)(F)F | 5 | -0.7 | -1 | 0.0
63 | COc1cc(C)c(/C=C2\SC(=Nc3ccccc3)N(C3CCCC3)C2=O)cc1C(C)C | -14 | -0.1 | -11 | -0.1
64 | COc1ccc(NC(=O)c2ccc(CN(c3cc(Cl)ccc3C)S(=O)(=O)c3ccccc3)cc2)cc1 | -7 | 0.0 | -16 | -0.4
65 | CCOC(=O)NC(Nc1ncccn1)(C(=O)OCC)C(F)(F)F (centres undefined) | 6 | 0.4 | -1 | 0.1
66 | O=C(NCc1ccccn1)C(=O)Nc1ccc2nc3n(c(=O)c2c1)CCCCC3 | 4 | 0.5 | -9 | 0.0
67 | CCOc1ccc(C(=O)CSc2nnc(-c3cccs3)o2)cc1 | 1 | 1.9 | -9 | -0.1
68 | Cc1ccc(S(=O)(=O)N2CCCC(C(F)(F)F)C2)s1 (centres undefined) | 0 | -2.5 | -8 | 0.0
69 | COc1ccc(-n2c(SCC(=O)NC(C)(C)C)nnc2-c2cccnc2)cc1 | -16 | 0.9 | 9 | -0.2
70 | C=CCSc1nc2[nH]ncc2c(=O)[nH]1 | 8 | 0.7 | 16 | 0.3
71 | Cc1cc(=O)nc2c3ccccc3n(CC(=O)Nc3ccc(F)cc3F)n12 | 2 | 1.5 | 1 | -0.2
72 | COc1ccc(NC(=O)/C(=C/c2cccc([N+](=O)[O-])c2)NC(=O)c2ccco2)cc1 | 6 | 0.0 | 7 | -0.1
73 | Cc1ccc(C2=NN(C(=S)NCc3ccccc3)C(c3ccc(N(C)C)cc3)C2)cc1 (centres undefined) | -11 | 0.4 | 5 | -0.1
74 | O=C(O)CCC(=O)N1CCN(c2ccc(C(=O)c3ccc(F)cc3)cc2)CC1 | -6 | 1.8 | 11 | 0.9
75 | Cc1nc(N)c(C#N)c(-c2cccs2)c1-c1ccccc1 | -3 | 0.4 | 16 | 0.0
76 | COc1ccc(NC(=O)CSc2nnc(CNC(=O)c3ccco3)n2-c2cccc(C)c2)cc1 | 0 | 0.1 | -9 | -0.1
77 | OCCCNC(=S)Nc1ccccc1F | 0 | 0.4 | -4 | 0.1
78 | Cc1cc(=O)[nH]c(NC2CCN(C(=O)N3c4ccccc4Sc4ccccc43)CC2)n1 | 56* | -1.0 | -1 | -0.1
79 | O=C(COc1ccccc1O)N1CCCC1 | 13 | 0.2 | -9 | -0.1
80 | O=C1NN(c2ccc(Cl)cc2)C(=O)/C1=C\c1ccc(F)cc1 | 0 | 1.3 | -11 | 0.0
81 | CC(=O)c1cccc(-c2cncc(C(=O)NC3CCN(Cc4ccccc4)CC3)c2)c1 | 0 | -1.2 | 2 | -0.2
82 | O=C(CC1S/C(=N\N=C\c2cccs2)NC1=O)Nc1ccc(Cl)cc1 (centres undefined) | 2 | 0.0 | 1 | 0.0
83 | COc1cc(O)c(C(=O)/C=C/c2ccc(O)c(OC)c2)c(OC)c1 | 29 | 2.6 | 6 | -0.1
84 | c1ccc(CNc2nc3ccccc3c3nc(-c4ccncc4)nn23)nc1 | 2 | 0.4 | 12 | -0.2
85 | CCCN1CCCc2cc(CCNC(=O)c3cc(OC)c(OC)c(OC)c3)ccc21 | 0 | 0.6 | -3 | -0.1
86 | O=C(CSc1nc2ccccc2s1)Nc1ccc(Cl)cn1 | 22 | 0.7 | -5 | -0.1
87 | CCCc1cc(=O)[nH]c(SCC(=O)Nc2ccc([N+](=O)[O-])cc2C#N)n1 | 5 | -1.2 | 12 | 0.0
88 | COc1ccc(OC)c(S(=O)(=O)NCC2CCCO2)c1 (centres undefined) | 3 | 4.4 | 1 | -0.1
89 | CCOc1ccc(S(=O)(=O)NCCC23CC4CC(CC(C4)C2)C3)c2ccccc12 | 9 | -0.9 | 3 | -0.2
90 | O=C(Nc1ccccc1C(=O)Nc1ccc2c(c1)OCO2)c1ccc(Cl)cc1 | 2 | 0.9 | 20 | 0.2
91 | CCCn1c2ccccc2c2nnc(SCC(=O)Nc3cccc(C)c3)nc21 | 5 | 1.6 | -7 | -0.1

3 entries from above, with values under each structure.
Screens in order – TEAD-YAP inh	GPR151 ag	MITF primary	FBW7 activator
(3) COc1ccc(-c2csc(=Nc3cccc(C(F)(F)F)c3)n2CCc2ccccc2)cc1F
    3	0.7	5	0.0
(4) COc1ccc(C2=NN(S(=O)(=O)c3ccc(C)cc3)C(c3ccccc3Cl)C2)cc1OC (centres undefined)
    -4	1.6	-1	0.0
(5) CCN(CC)S(=O)(=O)c1ccc(OC(C)C)c(N)c1
    -12	2.2	5	0.1

Assay outcomes from PubChem.
